High-throughput results (PubChem)
Myeloid diff MLP = myeloid differentiation induction; AID 624256; 360,000 tested, 1% active; calls only at 10 µM; ER-HoxA9 myeloid progenitors, lysozyme-GFP differentiation, flow cytometry;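 active means normalized GFP-positive differentiation at or above the plate's own cutoff, the solvent-only control mean plus 3 SD; inconclusive means no clear call, values can overlap the other calls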;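 further: cells exposed to compound for four days before flow analysis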
Dynein transport = blocks dynein driven cargo transport along microtubules; 220,000 tested, 0.47% active; 3617.4 mouse cells, GR-EGFP nuclear translocation imaging; test concentration mostly 20 µM; stimulated with dexamethasone, 1 µM; hits give low values; AID 1381; z-score, hits read low;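 active means plate z-score of nuclear minus cytoplasmic receptor signal below a set negative limit, without overly bright fluorescence or cell loss, cut at about -3.5 in these data, passing the limit was not always enough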;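 further: z-score of nuclear minus cytoplasmic ring GR-EGFP intensity difference per well; some compounds called inactive have numbers as strong as hits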
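Schedule: 48 h induction, then 1 h compound, then 30 min agonist, 37 °C. Buffer or medium: tetracycline-free induction medium containing charcoal-stripped FBS. Reagent: 1.0 µM final dexamethasone stimulus. Evaluation: nuclear versus cytoplasmic GR-EGFP signal, averaged per well. Signal: high-content fluorescence imaging after fixation.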
Hep lipid drop = hepatic lipid droplet formation modulation. AID 1656. AML12 mouse hepatocytes, oleate lipid droplets, BODIPY imaging. 240,000 tested, 0.4% active. inhibition, % at 6.5 µM;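 active means lipid droplet intensity inhibited by at least 50%, with more than 500 cells counted; inconclusive means wells with under 300 cells, treated as cytotoxic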
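Material – mouse AML12 hepatocyte cell line, fixed after treatment · Compound dosing – one dose, 6.5 µM compound · Times – compound with oleate, overnight · Measured by – Image-based BODIPY and DAPI two-channel analysis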
bCat nuc transl = alters nuclear translocation of beta-catenin in HeLa cells | immunofluorescence imaging | nuclear translocation activity, % at 5 µM | 190,000 tested, 0.3% active | AID 1665;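 active means nuclear translocation activity above 50% at 5 µM, with a well cell count of 50 or more; inconclusive means wells under 50 cells across six images, flagged as toxic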;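 further: per-cell ratio of nuclear to cytoplasmic median beta-catenin stain intensity; plate controls were DMSO negative control for no effect and GSK-3 inhibitor IX positive control for full effect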
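Assay system: human HeLa cells, native beta-catenin; doses: 5 µM primary, 0.02–20 µM confirmation; incubation: compound treatment 24 h, 37°C, 5% CO2; technique: fluorescence imaging of beta-catenin antibody stain plus DAPI; measure: % activation, nuclear-to-cytoplasmic median beta-catenin signal ratio per cell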
TNAP activation fold = human TNAP enzyme activators, primary screen, biochemical, luminescent, no phosphate acceptor, uHTS (AID 1001); activation fold at 20 µM; hits with a dose series show EC50 in µM; 200,000 tested, 0.03% active; purified TNAP, luminescent activation assay, no phosphate acceptor; higher activation fold means a stronger effect; in the data active means activation fold from about 3, or a potency from the dose series; inactive means the rest, 99 in 100 with activation fold below about 1.6; further: many of its hits are not listed in these tables
Ins promoter up = MIN6 insulin promoter up-regulation; MIN6 insulin promoter-GFP reporter, high-content imaging; hits give high values; 190,000 tested, 0.3% active; AID 1625; z-score at 5 µM;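 active means z-score above 3 at 5 µM with at least 500 cells counted in the well; inconclusive means wells under 500 cells, flagged as cytotoxic or low count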
PMI inhibitors = MPI enzyme activity inhibition – biochemical, fluorescence intensity, coupled assay, primary screen (AID 1209). purified PMI enzyme, coupled fluorescence intensity; higher % means a stronger effect. inhibition, % at 20 µM, or IC50 in µM where a hit was titrated. 190,000 tested, 0.42% active; in the data active means inhibition above about 50%;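 further: plate controls were DMSO vehicle for no effect and wells lacking substrate for full effect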
T cell HTS = T cell immune modulators affecting CD8 T cell-vesicle binding. 2C CD8+ T cell-vesicle binding, flow cytometry; hits give low values. calls only at 7 µM. 330,000 tested, 0.068% active. AID 2052;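 active means response, share of CD8 T cells binding vesicles, and their 90th percentile fluorescence all below set limits, cut at about 80% in these data, passing the limit was not always enough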
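incubation = binding step 1.5 h, 37 °C, antibody labelling 20 min, ice | test system = 2C mouse CD8+ T cells | read-out basis = percent CD8+ FL2 mean versus row control | controls = Peptide-free naked vesicles (low) and QL9 vesicles with 0.7% DMSO vehicle (high) | detection = flow cytometry of vesicle-bound cells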
MT stabilizer = stabilizes microtubules in HeLa cells | HeLa tubulin immunostaining HCS, 24 h; share of cells brighter than vehicle mean+2SD | % tubulin-high responders, % at 10 µM | 200,000 tested, 0.83% active;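 active means plate Z-score above 3 for both tubulin-high and condensed-nucleus cell shares, with cell loss under 80%, at 10 µM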;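 further: anti alpha tubulin signal scored within the nucleus-defined area of each cell; some results filed as inactive read as strong as hits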
Dynein transport cytoplasmic EGFP = second read-out of Dynein transport, no call of its own (marks repeat the call); z-score; measured here: cytoplasmic GR-EGFP intensity; hits give high values
Dynein transport nuclear GR-EGFP = also measured in Dynein transport; calls as there; z-score; measured here: nuclear GR-EGFP intensity;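 lower value marks the stronger effect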
Dynein transport cell count = recorded beside Dynein transport, whose call it bears; z-score; measured here: cell count per field
Ins promoter up cell count = further read-out of Ins promoter up, marked with its call; cell count; measured here: cytotoxicity, nuclei count;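 total cells summed across four imaged fields per well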
Hep lipid drop cells 6.5 µM = further read-out of Hep lipid drop, marked with its call; cell count; measured here: cell count, cytotoxicity flag;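 cells counted across two imaged fields per well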
bCat nuc transl cell count 5 µM = second read-out of bCat nuc transl, no call of its own (marks repeat the call); cell count; measured here: cell count, cytotoxicity flag
T cell HTS vesicle-bound % = further read-out of T cell HTS, marked with its call; double positive events, %; measured here: CD8+ vesicle-bound cell fraction;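 binding gate set so that unloaded-vesicle control wells show 10% double positive cells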
MT stabilizer Hoechst-high % = also measured in MT stabilizer; calls as there; % Hoechst-high responders; measured here: nuclear condensation Hoechst responders;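 share of cells brighter than vehicle mean plus two SD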
MT stabilizer cytotoxicity % = further read-out of MT stabilizer, marked with its call; toxicity, %; measured here: cytotoxicity by cell density;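 0% = mean cell density of plate MIN control wells and 100% = no cells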
Myeloid diff MLP GFP+ MAC1+ % = recorded beside Myeloid diff MLP, whose call it bears; GFP+ MAC1+ double positive, %; measured here: differentiation confirmed by MAC1 staining
Numbers without * were called inactive; i = inactive; ? = inconclusive; / = not tested or not shown. No enrichment for hits; about 3% have a hit in one of these screens.

SMILES,Myeloid diff MLP,Myeloid diff MLP GFP+ MAC1+ %,Dynein transport,Dynein transport cytoplasmic EGFP,Dynein transport nuclear GR-EGFP,Dynein transport cell count,Hep lipid drop,Hep lipid drop cells 6.5 µM,bCat nuc transl,bCat nuc transl cell count 5 µM,TNAP activation fold,Ins promoter up,Ins promoter up cell count,PMI inhibitors,T cell HTS,T cell HTS vesicle-bound %,MT stabilizer,MT stabilizer Hoechst-high %,MT stabilizer cytotoxicity %
CCC(=O)NC(c1cccs1)c1ccc2cccnc2c1O (stereo not drawn),?,/,-0.871,-0.298,-0.458,0.691,-16.1,675,-0.5,1089,1,-0.71,1040,33.8%,i,16.2,2.6,1.7,28.3
Cc1ccc(CCSCC(=O)O)cn1,i,0.9,-0.0866,-0.123,-0.0829,0.645,2.1,711,/,/,1.1,-0.27,1268,3.7%,i,55.6,4.3,4.5,1.5
CC1=CC(C)(C)Nc2ccc(OC(=O)c3ccco3)cc21,?,/,-1.33,1.02,-0.791,-0.11,/,/,-5.1,996,1.1,2.01,1318,20.9%,i,19.6,8.6,3.0,11.4
O=C(O)c1ccc(-c2nnn(Cc3cccc(C(F)(F)F)c3)n2)cc1,i,0.4,0.059,-0.185,0.478,0.326,-24.9,663,0.2,1372,/,0.26,1081,/,i,49.4,/,/,/
CCOC(=O)C(C(=O)c1ccccc1)C1CC(C)NC(=S)N1 (stereo not drawn),i,0.6,0.427,-0.271,-0.0751,-0.0406,5.9,637,-1.3,888,1.1,/,/,15.6%,i,38.6,1.4,3.7,12.2
O=C(N/N=C/c1cccnc1)C(O)(c1ccccc1)c1ccccc1,i,0.7,-0.16,-0.179,0.451,-0.186,/,/,2.0,1393,1.1,0.33,1512,-2.3%,i,15.4,2.6,1.3,6.2
O=C(/C=C/c1ccc([N+](=O)[O-])cc1)NCCSCc1ccco1,i,1.8,0.637,-0.204,1.16,-1.32,-7.7,613,0.4,1039,1.1,0.15,1331,-1.3%,i,42.1,1.7,2.6,6.4
CN(C)c1ccc(/C=C/C(=O)c2ccc(O)cc2)cc1[N+](=O)[O-],i,0.3,0.12,-0.157,-0.0267,-0.158,-1.4,730,-1.6,1118,/,0.34,1398,/,i,44.8,/,/,/
CCCCC(=O)Nc1sc2c(c1C(N)=O)CCC2,i,1.7,-0.874,-0.248,-0.245,-0.166,16.6,710,0.0,1003,1.1,-0.85,1751,13.6%,i,34.0,2.3,2.2,1.3
O=C(NCc1ccco1)c1cccc2ccccc12,i,1.0,0.281,-0.232,0.149,0.0728,/,/,/,/,1.1,/,/,9.2%,i,25.2,2.4,2.1,10.9
O=C(Nc1ccc(OCc2ccccc2)cc1)c1ccccc1,i,0.1,0.069,-0.217,-0.0813,0.628,-0.3,656,-4.5,1120,1.2,-0.01,1354,-13.8%,i,30.3,3.0,1.1,10.8
COc1ccc(-c2nc3nc(N)nn3cc2C)cc1F,i,0.3,-1.23,0.202,-0.431,1.23,7.8,728,0.5,909,1.1,0.33,1375,8.6%,i,27.1,6.0,2.4,1.6
CC(=O)Nc1ccc2c3c(cccc13)CC2,i,1.0,-0.213,-0.188,-0.264,0.164,/,/,/,/,/,/,/,/,i,25.4,3.1,2.1,6.0
CSC1=NC2C(N1)N(C)C(=O)N2C (stereo not drawn),i,0.9,-0.408,-0.292,-0.431,1.55,8.9,836,/,/,1,/,/,-48.6%,i,40.2,1.9,2.0,20.7
COc1cc(-c2nnc(SCC(=O)OC3CCCCC3)o2)cc(OC)c1OC,i,5.0,2.62,-0.067,1.73,-2.14,-1.1,708,-1.1,1169,1.1,-0.54,966,10.1%,i,30.0,3.9,2.1,4.0
CO/N=C(/c1nonc1N)N1CCN(c2ccc([N+](=O)[O-])cc2)CC1,i,0.8,-0.444,0.245,0.386,-0.474,/,/,-0.3,1405,1,0.54,1408,5.0%,i,59.6,3.2,1.9,7.7
CC1=C(C#N)C(=O)N(C)C(C)(C)C1,i,1.1,0.325,-0.146,0.6,-0.25,/,/,1.0,1176,1.1,0.62,1023,15.4%,i,41.5,1.8,1.0,4.2
CC(NC(=S)NCc1ccc(F)cc1)C12CC3CC(CC(C3)C1)C2 (stereo not drawn),/,/,-0.911,-0.24,-0.26,0.429,1.3,766,0.8,973,1,/,/,3.3%,i,36.8,1.5,1.8,7.9
COC(=O)C1CCN(C(=O)COC(=O)[C@@H]2CC(O)CN2S(=O)(=O)c2ccc3c(c2)OCCO3)CC1 (stereo partly drawn),i,0.3,0.498,-0.216,0.338,-0.208,-3.7,685,-1.3,957,0.9,-0.01,1370,-11.6%,i,50.0,3.0,1.7,11.4
Clc1ccc(N=C2SCCS2)cc1,i,0.8,0.765,-0.183,0.92,-0.149,3.3,730,0.8,1312,/,1.25,1055,/,i,30.1,/,/,/
O=C(Cc1ccc(F)cc1)Nc1nnc(SCC(=O)NC2CCCC2)s1,i,0.7,-0.249,-0.0248,0.0931,0.496,-29.3,655,5.1,887,1.7,-0.08,1531,-4.9%,i,26.4,1.1,1.0,4.2
CCCc1ccccc1OCCNC(C)=O,i,0.7,0.583,-0.224,0.104,0.854,-4.0,636,-1.3,1005,1.1,2.02,1209,18.7%,i,57.5,3.1,1.4,1.5
CN1CCN(C(=S)Nc2ccc(Cl)cc2Cl)CC1,i,1.5,-0.122,-0.0647,0.154,0.358,1.4,843,/,/,1.1,/,/,-2.2%,i,13.7,1.2,1.7,11.3
CCOCCN1CCN(c2c(CC)c(C)nc3cc(-c4cc(OC)cc(OC)c4)nn23)CC1,i,1.0,-0.0722,-0.248,-0.164,0.321,15.0,756,1.4,1032,1.1,?,/,3.1%,i,55.6,1.5,1.0,9.2
Cn1c(SCC(N)=O)nnc1-c1ccc(C(C)(C)C)cc1,i,0.3,1.21,-0.239,0.536,-0.634,0.3,720,0.9,978,1,-0.43,1463,-2.2%,i,27.6,2.6,1.0,2.0
Cc1cccc(NC(=O)CCn2nc(C)cc2C)c1,i,0.5,1.48,-0.151,1.54,-0.968,14.9,770,-3.0,1227,1.1,0.31,1317,7.9%,i,33.6,2.3,2.2,13.8
O=C(COc1ccc(Cl)cc1)OCC(=O)N1CCCCCC1,i,0.7,1.19,-0.172,0.203,-0.608,/,/,-0.9,1121,1.2,0.05,1123,0.9%,i,53.8,2.9,1.4,1.3
CCSc1nc2sc3c(c2c(=O)[nH]1)CCc1ccccc1-3,i,0.3,0.153,0.422,0.397,-0.244,-3.9,599,-1.8,1070,0.9,0.26,1508,-2.0%,i,37.9,2.1,1.7,6.7
CNc1oc(-c2ccc(C)cc2)nc1P(=O)(c1ccccc1)c1ccccc1,i,0.6,-0.552,-0.221,0.0358,0.777,/,/,-2.9,1374,1,0.96,1487,15.9%,i,28.5,2.3,1.7,7.9
CC(C)OC(=O)c1c(NC(=O)c2ccco2)sc2c1CCCCC2,i,0.4,-0.499,-0.307,-0.345,0.574,5.1,787,1.5,1014,1.1,/,/,17.0%,i,44.1,2.6,2.1,7.6
COc1ccc(N(CC(O)Cn2c(C)nc3ccccc32)S(=O)(=O)c2ccccc2)cc1 (stereo not drawn),i,0.2,1.44,-0.0563,0.638,-1.17,20.1,670,0.7,955,1,0.04,1099,10.5%,i,37.7,2.4,3.0,12.7
Cc1ccc(-c2c(C(=O)NC(C)C)oc(=O)c3ccccc23)cc1,i,0.5,0.28,-0.23,-0.191,0.593,53.4*,753*,-0.9,1061,1.1,0.96,1056,7.9%,i,55.0,5.0,1.6,8.8
COc1ccc(C(=O)c2cc(C(C)=O)c(Nc3ccccc3)s2)cc1,i,0.0,-1.01,-0.253,-0.737,0.932,-3.7,599,6.6,1035,0.9,-0.96,1208,6.0%,i,24.9,3.1,2.3,4.6
O=C(NC(=S)Nc1ccc(N2CCOCC2)cc1)c1ccc(Cl)cc1,i,0.2,-0.505,-0.305,-0.689,0.721,3.1,544,0.3,597,1,-0.07,1249,-0.2%,i,27.3,3.2,4.0,4.8
COc1cccc(C2C(C(=O)Nc3cccnc3)=C(C)Nc3nnnn32)c1OC (stereo not drawn),i,1.0,-0.563,-0.275,-0.503,0.872,/,/,-5.6,950,1.1,0.61,1540,5.4%,i,49.2,3.7,1.2,0.5
CC1=C(O)C(=O)OC1c1c(Cl)cccc1Cl (stereo not drawn),i,1.1,-0.5,0.469,-0.0633,-0.212,-8.1,704,-0.9,1275,/,-0.04,1005,/,i,9.5,/,/,/
Cc1ccc(Cn2nnc3c(=O)n(CC(=O)N4CCCCC4)cnc32)cc1,i,1.2,0.268,1.09,0.266,-0.215,/,/,-0.4,1339,1.1,1.1,1274,3.7%,i,38.0,4.2,1.7,5.1
